Pol kappa inh – blocks human DNA polymerase kappa activity. Q9UBT6. AID 588579. actives 0.53% (n = 400,000). Potency, µM (highest dose often 107 µM), without a hit: top-dose activity, negative = inhibition, actives largely listed as inhibitors. purified Pol kappa, fluorescent DNA synthesis assay, 10 min; also: potency is read from the fitted curve at half-maximal effect; % is scaled to controls: 0 for no effect and ±100 for the full control effect
Target sequence (Q9UBT6 whole entry, looked up): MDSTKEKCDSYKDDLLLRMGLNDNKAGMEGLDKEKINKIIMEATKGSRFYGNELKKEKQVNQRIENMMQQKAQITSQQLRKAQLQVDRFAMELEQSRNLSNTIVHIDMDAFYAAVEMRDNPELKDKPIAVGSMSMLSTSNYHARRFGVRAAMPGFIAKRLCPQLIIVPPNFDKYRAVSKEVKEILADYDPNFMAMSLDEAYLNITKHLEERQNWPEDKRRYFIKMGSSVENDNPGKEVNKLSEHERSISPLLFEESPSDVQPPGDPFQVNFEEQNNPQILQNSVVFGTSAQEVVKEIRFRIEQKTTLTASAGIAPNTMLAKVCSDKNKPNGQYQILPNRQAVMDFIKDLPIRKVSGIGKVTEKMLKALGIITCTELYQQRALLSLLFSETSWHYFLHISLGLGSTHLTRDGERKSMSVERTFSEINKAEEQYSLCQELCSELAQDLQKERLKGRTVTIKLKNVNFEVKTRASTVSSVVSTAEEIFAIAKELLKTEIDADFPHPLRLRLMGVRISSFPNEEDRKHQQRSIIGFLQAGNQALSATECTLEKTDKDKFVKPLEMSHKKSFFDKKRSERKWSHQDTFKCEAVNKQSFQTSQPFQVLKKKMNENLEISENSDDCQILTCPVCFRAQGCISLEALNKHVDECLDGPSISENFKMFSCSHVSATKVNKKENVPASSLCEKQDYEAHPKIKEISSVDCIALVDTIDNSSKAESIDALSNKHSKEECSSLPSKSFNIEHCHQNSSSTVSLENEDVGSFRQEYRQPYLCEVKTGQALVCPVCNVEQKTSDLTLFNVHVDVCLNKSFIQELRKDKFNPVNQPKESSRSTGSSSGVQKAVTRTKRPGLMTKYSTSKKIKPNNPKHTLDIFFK
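Here, compound and 10 nM enzyme are combined for 15 min at room temperature; adding 50 nM substrate (final) starts DNA synthesis, tracked by fluorescence at 0 and 10 min against buffer-only wells.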
BLM helicase inh – blocks DNA unwinding by human BLM helicase | recombinant BLM DNA unwinding, fluorescence dequenching | Potency, µM (top dose mostly 56.1 µM), without a hit: top-dose activity change, negative = inhibition, most hits filed as inhibitors | actives 0.2% (n = 350,000) | AID 2528;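 also: potency is read from the fitted curve at half-maximal effect; plate controls were vehicle for no effect and no enzyme for full effect; nearly all actives have a fitted effect of over 35% in size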
POLB inh – blocks human DNA polymerase beta activity; Potency, µM (titrated, usually from 114 µM), without a hit: top-dose activity change, negative = inhibition, usual class: inhibitors; P06746; actives 1.3% (n = 340,000); AID 485314; Pol beta primer extension/strand displacement, fluorescence kinetic; also: potency is read from the fitted curve at half-maximal effect; % is scaled to controls: 0 for no effect and ±100 for the full control effect
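Homogeneous kinetic assay of primer extension and strand displacement by 10 nM Pol beta, preincubated 15 min at room temperature with compound before 50 nM substrate (final) was added. Read at 0 and 10 min; four-parameter Hill fit.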
Apoferritin bind – binds horse apoferritin like a general anesthetic; apoferritin/1-aminoanthracene competitive binding, fluorescence; Potency, µM (highest dose often 77.5 µM), for inactives: top-dose activity change, negative = displacement, actives largely listed as inhibitors; actives 0.074% (n = 350,000); AID 485281; also: potency is read from the fitted curve at half-maximal effect; % is scaled to controls: 0 for no effect and ±100 for the full control effect; nearly all actives have a fitted effect of over 20% in size
Target sequence (P02791 2-175 limits assumed): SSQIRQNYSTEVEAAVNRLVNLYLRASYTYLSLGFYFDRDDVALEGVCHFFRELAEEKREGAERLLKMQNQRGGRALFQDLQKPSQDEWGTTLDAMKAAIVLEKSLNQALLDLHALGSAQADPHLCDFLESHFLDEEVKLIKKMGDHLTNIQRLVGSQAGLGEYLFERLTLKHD
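Concentration-response curves derived by four-parameter Hill fitting of normalized fluorescence, where compounds displaced 1-AMA from 10 uM horse apoferritin following a brief 10 min room-temperature incubation; propofol titration acted as positive control.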
LDHA block – inhibitors of human lactate dehydrogenase A; purified LDHA, NADH/diaphorase-resazurin fluorescence; hits give low values; P00338; AID 1347041; actives 0.15% (n = 480,000); activity change, % (values are at about 110 or 230 µM); in the data active = activity change below about -30%; inconclusive = mostly about -25% to -30%;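 also: plate controls were DMSO wells for no effect and wells without enzyme for full effect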
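LDH5 2 nM; NADH 0.06 mM, pyruvate 0.2 mM; 200 mM Tris pH 7.4, EDTA, Tween-20; 5 min RT. Detection: diaphorase 0.133 mg/mL + resazurin 37 µM, fluorescence ex540/em590 at 0 and 20 min; normalized to enzyme-free and DMSO wells.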
POLI inh – blocks human DNA polymerase iota activity; actives 1% (n = 390,000); AID 588590; Q9UNA4; Potency, µM (series often up to 115 µM), for inactives: at the highest dose activity, negative = inhibition, usual class: inhibitors; Pol iota fluorescent replication assay, 10 min; also: potency is read from the fitted curve at half-maximal effect
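Pol iota at 10 nM preincubated 15 min with compounds at room temperature; reaction started with fluorescent substrate, 50 nM final. Fluorescence read kinetically at 0 and 10 min; buffer-only wells as negative control.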
POLH inh – inhibitors of human DNA polymerase eta | Potency, µM (doses to about 114 µM), inactives show at the top dose activity change, negative = inhibition, hits mostly inhibitors | Q9Y253 | actives 1.2% (n = 390,000) | recombinant Pol eta, fluorescent DNA replication assay; also: potency is read from the fitted curve at half-maximal effect; % is scaled to controls: 0 for no effect and ±100 for the full control effect
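Pol eta (10 nM) was preincubated with compounds for 15 min at room temperature, after which fluorescent replication substrate (50 nM final) was added to start the reaction. Fluorescence was read kinetically at 0 and 10 min.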
GRP78 ERSR act – ER stress response induction in glioma | U87-MG GRP78 promoter luciferase reporter, 16 h | Potency, µM, for the others: at the top dose activation, hits mostly activators | actives 0.02% (n = 420,000); also: potency is read from the fitted curve at half-maximal effect; series mostly up to about 76 µM; % of control where 0% means no effect; nearly all actives have a fitted effect of over 35% in size
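Stably transfected U87-MG glioma cells carrying a GRP78-based luciferase sensor; 16 h compound incubation. Luminescence end-point read 10 min after Bright-Glo addition at room temperature.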
APE1 inh – blocks human APE1 abasic DNA cleavage. Potency, µM (titrated, usually from 65.8 µM), for the others: top-dose activity change, negative = inhibition, actives largely listed as inhibitors. actives 0.35% (n = 350,000). recombinant APE1, TAMRA/BHQ-2 abasic DNA cleavage fluorescence. P27695;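 also: potency is read from the fitted curve at half-maximal effect; plate controls were vehicle for no effect and reference inhibitor for full effect; nearly all actives have a fitted effect of over 55% in size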
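0.75 nM APE1 + cpd, 15 min RT; start w/ 50 nM TAMRA/BHQ-2 THF-abasic dsDNA; kinetic fluor 525/598 nm ×3 reads @60 s; Δ(read3−read1); normalized to DMSO and NSC13755 control wells.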
* = called active by the depositor; ? = inconclusive; . = no result given; & = joins results of further samples; [ ] = remark or other dose. Unless noted, calls follow the shape of the dose curve; as a rule, active = well fitted curve in the direction sought with a large enough effect; inconclusive = small, poorly fitted or top-dose-only effect, or another doubt; inactive = no such curve, though single readings can be large; an effect the other way counts as inactive or inconclusive. An excerpt; the hit share may differ from the screen's.

nr	SMILES	Pol kappa inh	BLM helicase inh	POLB inh	Apoferritin bind	LDHA block	POLI inh	POLH inh	GRP78 ERSR act	APE1 inh
1	C/C(=N\NC(=O)c1ccccc1C)c1cccc([N+](=O)[O-])c1	-8.2%	-3.1%	0.6%	-18.7%	-9.8	-1.7%	1.8%	2.2%	-0.3%
2	Cc1ccc2nc(NC(=O)CSc3nc4c(c(=O)n3C)SC(C)C4)sc2c1 (configuration not stated)	-4.0%	0.0%	1.5%	-23.9%	-4.1	-8.6%	?	-6.3%	2.3%
3	CCN1CCN(S(=O)(=O)c2ccc(Cl)c(C(=O)N(C)Cc3cccc(OC)c3)c2)CC1	0.6%	.	.	.	1.4	43.2%[activator]	-12.9%	-3.3%	45.5%[activator]
4	CCOC(=O)c1cc2c(ccn2C)n1CC(=O)N1CCCC(C)C1 (configuration not stated)	-5.9%	-3.9%	30.9%	-11.1%	4.3	24.6%	-10.9%	-3.0%	12.9%
5	CCCCN(CC)C(=O)c1cccc(Cl)c1	4.1%	-3.1%	-13.7%	?	-5.9	17.9%	-0.7%	-5.4%	1.3%
6	O=C(CSc1nnc(NC(=O)C2CC(=O)N(c3ccccc3)C2)s1)NCC1CCCO1 (configuration not stated)	-7.2%	-0.1%	66.3%	-6.7%	-1.3	2.1%	-25.7%	-4.8%	11.3%
7	O=S(=O)(CCc1nc2ccccc2[nH]1)c1ccc(Br)cc1	-18.0%	2.9%	-23.5%	-1.9%	-5.9	9.6%	-12.6%	-4.8%	1.8%
8	Cc1cc(C)c(NC(=O)C2CCCO2)c(C)c1 (configuration not stated)	-2.9%	.	.	.	-0.4	-14.4%[58.9 µM]	-20.4%	-2.0%	.
9	CCOc1cccc(NC(=O)C2CC(=O)N(c3ccc(F)cc3)C2)c1 (configuration not stated)	-9.8%	1.3%	3.5%	-14.8%	-1.6	15.2%	-11.3%	-3.7%	6.3%
10	COc1ccc(-c2csc(/C(C#N)=C/Nc3ccc4c(c3)OCCO4)n2)cc1	-5.5%	4.0%	2.4%	-5.3%	-6.6	-27.1%	-5.0%	-1.9%	-0.9%
11	CCOc1ccccc1NC(=O)CN(c1ccc(Cl)cc1)S(C)(=O)=O	-5.0%	-10.2%	0.8%	-7.8%	-2.9	130.4%[activator]	-23.6%	3.0%	3.8%
12	O=C(CSc1nc2ncccc2[nH]1)c1cccc([N+](=O)[O-])c1	-9.9%	-2.3%	-0.1%	-5.5%	3.5	19.2%	-21.9%	-0.2%	0.9%

Single records, as listed above:
C/C(=N\NC(=O)c1ccccc1C)c1cccc([N+](=O)[O-])c1 in the list: Pol kappa inh: -8.2%; BLM helicase inh: -3.1%; POLB inh: 0.6%; Apoferritin bind: -18.7%; LDHA block: -9.8; POLI inh: -1.7%; POLH inh: 1.8%; GRP78 ERSR act: 2.2%; APE1 inh: -0.3%
CCOc1cccc(NC(=O)C2CC(=O)N(c3ccc(F)cc3)C2)c1 (configuration not stated) in the list: Pol kappa inh: -9.8%; BLM helicase inh: 1.3%; POLB inh: 3.5%; Apoferritin bind: -14.8%; LDHA block: -1.6; POLI inh: 15.2%; POLH inh: -11.3%; GRP78 ERSR act: -3.7%; APE1 inh: 6.3%

Following part
nr	SMILES	Pol kappa inh	BLM helicase inh	POLB inh	Apoferritin bind	LDHA block	POLI inh	POLH inh	GRP78 ERSR act	APE1 inh
13	O=C(CC1CCOCC1)Nc1ccc(Cl)c(Cl)c1	-26.8%	-2.2%	-3.1%	?	1.1	-5.2%	-6.5%	1.5%	3.0%
14	C=CCn1c(SCCN)nnc1-c1cccc(S(=O)(=O)N2CCOCC2)c1	-0.1%	.	.	.	-20.4	41.6%[activator]	-13.3%	-5.6%	.
15	COc1ccc2nc(C)cc(N/N=C/c3cccc(OC)c3O)c2c1	79.4µM*	-26.4%	?	-16.2%	1.5	?	?	-3.7%	-23.7%
16	Cc1c(C(C)(C)O)[nH]c2cc(C(F)(F)F)ccc12	-4.9%	-6.0%	-15.2%	?	-1.0	20.4%	-10.2%	1.4%	53.4%[activator]
17	Cc1c(O)c(=O)c2ccccc2n1C	18.6%	7.1%[12.4 µM]	-25.9%	18.0%[15.3 µM]	0.2	32.6%[activator]	-14.4%	-5.1%&-5.0%	?
18	O=C(NC(NNc1ccc([N+](=O)[O-])cc1)(C(F)(F)F)C(F)(F)F)c1ccccc1Cl	-9.1%	-15.1%	10.1%	?	10.2	?	-11.0%	0.2%	1.4%
19	COc1ccc(S(=O)(=O)c2ccc(OCC3CO3)cc2)cc1 (configuration not stated)	-23.9%	-2.2%	-5.3%	-1.7%	-1.7	35.5%[activator]	-5.9%	-3.8%	-1.7%
20	c1ccc(NC2=Nc3ccccc3CS2)cc1	-7.3%	-2.6%	35.2%[activator]	?	-2.9	0.0%	-10.0%	0.3%	-1.4%
21	O=C(COC(=O)c1ccc2ncsc2c1)NCc1ccccc1Cl	-0.6%	.	.	.	-2.0	-3.9%	-7.0%	-1.9%	-12.8%
22	O=c1cc(-c2ccco2)nc(-c2cccs2)o1	-32.4%	1.7%	?	4.0%	-4.3	161.6%[activator]	?	-0.3%	-5.0%
23	COC(=O)c1ccccc1NC(=O)Oc1ccc(C(C)C)cc1	-1.4%	-0.3%	19.7%	?	1.2	?	-10.8%	1.5%	-4.9%
24	CCOc1ccccc1NC(=O)CSc1ccc2nnc(-c3cccnc3)n2n1	-15.0%	-0.3%	7.4%	-11.9%	-6.2	99.2%[activator]	1.8%	-0.6%	1.2%
25	O=C(CCNC(=O)C1CCN(S(=O)(=O)c2ccccc2)CC1)Nc1cccc(C(F)(F)F)c1	-4.8%	-7.4%	13.0%	-15.7%	-1.8	8.0%	-6.4%	-3.3%	16.9%
26	Clc1cccc(C2Nc3cccc4cccc(c34)N2)c1Cl	-10.5%	-8.9%	25.8%	-15.5%	2.7	?	-18.3%	-6.4%	-12.4%
27	Cc1ccccc1C(=O)Nc1c(C(=O)N(CCN(C)C)Cc2ccco2)oc2ccccc12	3.0%	1.6%	48.8%	-0.8%	-2.3	-25.7%	-10.2%	0.9%	22.2%
28	Cc1cc(C)n(-c2nnc3n2N=C(c2ccccc2)CS3)n1	-10.2%	-4.5%	0.2%	-4.9%	-6.6	13.2%	-3.7%	-1.1%	3.6%
29	CC(=O)Nc1cccc(N(C(=O)C2COc3ccccc3O2)C(C(=O)NC2CCCCC2)c2cn(C)nc2C)c1 (configuration not stated)	0.2%	-7.8%	-4.0%	-3.7%	-6.2	52.5%[activator]	-25.8%	-4.7%	6.9%
30	N#Cc1nc(-c2ccccc2F)oc1NCCN1CCOCC1	12.6%	1.0%	-4.2%	-1.8%	0.1&18.4	-0.4%	-24.1%	-4.3%	-3.7%
31	O=C1NCCCCC1NS(=O)(=O)c1cccc(C(F)(F)F)c1 (configuration not stated)	10.4%	-2.6%	6.9%	-2.5%	1.6	-12.5%	?	-3.8%	15.2%
32	Cn1c(CC(=O)Nc2ccccc2)nnc1SCC(=O)c1ccccc1	-6.0%	-1.6%	1.3%	-11.4%	-1.7	11.6%	-15.3%	-0.2%	0.7%
33	CN(C)CCCN(C(=O)c1ccc(S(=O)(=O)N2CCc3ccccc3C2)cc1)c1nc2c(F)cc(F)cc2s1	-7.0%	.	.	.	-2.6	59.6%[activator]	-8.6%	5.5%	2.2%
34	COc1ccc(C(=O)NCCS(=O)(=O)NCc2ccc(C)cc2)cc1	-5.6%	.	.	.	1.9	39.9%[activator]	-20.1%	-1.8%	-7.5%
35	COc1ccccc1CNCC(=O)Nc1ccccc1-n1cccc1	-15.0%	-4.7%	-19.6%	-14.4%	?	10.8%	?	-5.2%	-9.8%
36	CCOCCCNC(=O)C(NC(=O)c1ccc(=O)[nH]c1)c1ccccc1 (configuration not stated)	-8.7%	-1.1%	0.8%	-1.4%	-0.1	7.9%	-11.3%	0.9%	0.3%
37	COc1ccc(C(=O)Cc2ccccc2C(=O)O)cc1	1.9%	.	.	.	-4.0	8.7%	-19.1%	-0.6%	.
38	Cc1nc(-c2ccc(C(=O)O)cc2)cs1	-8.9%	-0.9%	79.4µM*	-6.3%	-15.7	-0.7%	-8.8%	5.1%	3.5%
39	COc1ccc(NC(=S)N2CCCC2c2ccc(OC)c(OC)c2)cc1 (configuration not stated)	13.2%	-4.3%	0.1%	-16.1%	-0.7	2.8%	-9.8%	-2.0%	-0.7%
40	Cc1csc(=O)n1CCC(=O)OCC(=O)Nc1ccc(C(N)=O)cc1	-0.7%	.	.	.	-3.8	23.7%	-7.9%	0.4%	23.0%
41	COC(=O)c1ccc(C)c(NS(=O)(=O)c2ccc(NC(C)=O)cc2)c1	-14.8%	-0.9%	3.0%	-14.3%	-6.6	-15.8%	-5.3%	-4.5%	-2.5%
42	CCCCNC(=S)N(CCCO)Cc1cc2cc3c(cc2[nH]c1=O)OCCO3	-14.3%	-0.5%	7.5%	-10.2%	-6.5	115.7%[activator]	-5.4%	-4.4%	28.2%
43	CCOc1cccc(CN2CCN(CCc3ccccc3)C(CCO)C2)c1O (configuration not stated)	-15.9%	4.3%	-0.9%	-9.8%	5.0	0.7%	0.5%	-0.7%	-0.7%
44	COc1ccc(C(=O)NCCc2c[nH]c3ccccc23)cc1OC	-9.8%	1.4%	-30.0%	-4.9%	-4.1	12.9%	2.2%	-1.1%	-15.5%
45	COc1ccc(C(=O)c2cc3cccc(OC)c3o2)cc1	-3.6%	-8.5%	14.4%	?	-2.1	42.8%[activator]	-21.2%	0.9%	8.1%
46	CS(=O)(=O)Nc1ccc(C(=O)Nc2ccc3c(c2)OCO3)cc1	-16.8%	-6.4%	-0.4%	-3.8%	1.1	26.0%	-0.3%	7.0%	-0.8%
47	CCOC(=O)C1CCN(C(=O)CN2C(=O)NC(C)(c3ccc4cc(OC)ccc4c3)C2=O)CC1 (configuration not stated)	-0.5%	.	.	.	-3.6	-1.2%	-10.1%	0.7%	11.6%
48	COc1ccccc1CNc1cc(-c2c(C)noc2C)ncn1	1.1%[60.1 µM]	2.3%	.	.	.	.	.	2.3%	0.6%
